Bioassay records as filed in PubChem BioAssay.
Pol beta inh = DNA polymerase beta (human) inhibition. AID 485314. P06746. Pol beta primer extension/strand displacement, fluorescence kinetic. Potency, µM (titrated, usually from 114 µM), for inactives: top-dose activity change, negative = inhibition, actives largely listed as inhibitors. hit rate 1.3% among 340,000; note: potency is the fitted concentration of half-maximal effect; % is set by controls: 0 for no effect and ±100 for the full control effect
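Homogeneous kinetic assay of primer extension and strand displacement by 10 nM Pol beta, preincubated 15 min at room temperature with compound before 50 nM substrate (final) was added. Read at 0 and 10 min; four-parameter Hill fit.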
APEX1 inh = inhibitors of human APE1 endonuclease; hit rate 0.35% among 350,000; AID 2517; Potency, µM (titrated, usually from 65.8 µM), inactives show at the highest dose activity change, negative = inhibition, hits mostly inhibitors; recombinant APE1, TAMRA/BHQ-2 abasic DNA cleavage fluorescence;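 note: potency is the fitted concentration of half-maximal effect; plate controls were vehicle for no effect and reference inhibitor for full effect; nearly all actives have a fitted effect of over 55% in size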
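Substrate: short duplex with […] THF abasic site, 5'-TAMRA and 3'-BHQ-2, 50 nM final. APE1 at 0.75 nM, preincubated 15 min RT with compound. Fluorescence increase from first to third read measured activity.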
BLM helicase inh = Bloom syndrome helicase (human) inhibition. P54132. hit rate 0.2% among 350,000. Potency, µM (doses to about 56.1 µM), for the others: at the top dose activity change, negative = inhibition, hits mostly inhibitors. recombinant BLM DNA unwinding, fluorescence dequenching. AID 2528;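 note: potency is the fitted concentration of half-maximal effect; plate controls were vehicle for no effect and no enzyme for full effect; nearly all actives have a fitted effect of over 35% in size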
Target sequence (P54132 whole entry, looked up): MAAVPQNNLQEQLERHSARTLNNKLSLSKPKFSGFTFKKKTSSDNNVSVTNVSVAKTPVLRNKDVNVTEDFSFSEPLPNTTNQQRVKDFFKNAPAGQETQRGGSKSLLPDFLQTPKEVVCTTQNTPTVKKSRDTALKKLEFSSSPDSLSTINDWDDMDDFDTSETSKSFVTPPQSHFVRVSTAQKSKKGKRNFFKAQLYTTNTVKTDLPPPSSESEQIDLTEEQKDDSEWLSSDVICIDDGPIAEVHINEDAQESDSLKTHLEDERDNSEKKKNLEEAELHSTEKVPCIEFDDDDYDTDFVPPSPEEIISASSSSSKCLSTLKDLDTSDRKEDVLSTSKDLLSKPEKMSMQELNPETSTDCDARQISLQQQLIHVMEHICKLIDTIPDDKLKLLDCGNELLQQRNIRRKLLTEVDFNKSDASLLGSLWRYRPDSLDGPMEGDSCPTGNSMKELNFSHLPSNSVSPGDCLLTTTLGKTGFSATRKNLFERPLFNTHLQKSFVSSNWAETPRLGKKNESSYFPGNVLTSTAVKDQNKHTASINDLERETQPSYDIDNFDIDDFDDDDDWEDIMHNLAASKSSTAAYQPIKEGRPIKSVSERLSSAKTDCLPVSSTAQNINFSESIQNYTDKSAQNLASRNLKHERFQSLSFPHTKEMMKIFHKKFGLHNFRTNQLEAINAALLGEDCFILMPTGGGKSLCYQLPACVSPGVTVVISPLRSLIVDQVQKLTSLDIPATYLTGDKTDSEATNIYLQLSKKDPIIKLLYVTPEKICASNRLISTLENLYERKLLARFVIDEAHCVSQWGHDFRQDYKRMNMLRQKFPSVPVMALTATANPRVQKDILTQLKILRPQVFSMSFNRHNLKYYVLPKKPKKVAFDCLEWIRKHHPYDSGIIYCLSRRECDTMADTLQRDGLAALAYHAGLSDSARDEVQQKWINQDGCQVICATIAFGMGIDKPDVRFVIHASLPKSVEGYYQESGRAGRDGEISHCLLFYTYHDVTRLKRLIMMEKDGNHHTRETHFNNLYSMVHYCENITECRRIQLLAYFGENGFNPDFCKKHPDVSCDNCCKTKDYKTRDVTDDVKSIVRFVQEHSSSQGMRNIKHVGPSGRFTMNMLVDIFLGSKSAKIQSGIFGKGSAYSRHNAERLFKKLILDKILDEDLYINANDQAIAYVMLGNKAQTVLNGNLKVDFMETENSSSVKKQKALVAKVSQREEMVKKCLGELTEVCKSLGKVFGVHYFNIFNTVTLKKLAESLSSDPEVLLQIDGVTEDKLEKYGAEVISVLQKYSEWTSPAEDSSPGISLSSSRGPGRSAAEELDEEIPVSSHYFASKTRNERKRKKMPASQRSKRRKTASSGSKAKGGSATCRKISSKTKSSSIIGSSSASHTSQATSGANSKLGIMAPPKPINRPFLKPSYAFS
Pol iota inh = inhibitors of human DNA polymerase iota; Q9UNA4; Pol iota fluorescent replication assay, 10 min; Potency, µM (doses to about 115 µM), for inactives: at the highest dose activity, negative = inhibition, most hits filed as inhibitors; hit rate 1% among 390,000; AID 588590; note: potency is the fitted concentration of half-maximal effect
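Pol iota at 10 nM preincubated 15 min with compounds at room temperature; reaction started with fluorescent substrate, 50 nM final. Fluorescence read kinetically at 0 and 10 min; buffer-only wells as negative control.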
RXFP1 antagonist = blocks the human relaxin receptor RXFP1; Q9HBX9; HEK293-RXFP1, relaxin-stimulated cAMP HTRF, 30 min; stronger effect = lower value; activity change, negative = inhibition, % at 57.5 µM; hit rate 0.59% among 350,000;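 active = activity change of -60% or lower, but not beyond a set lower limit; inconclusive = change between -60% and -40%, or beyond the set limit; inactive = change above -40%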; note: % is set by controls: 0 for no effect and ±100 for the full control effect
Pol eta inh = DNA polymerase eta (human) inhibition | recombinant Pol eta, fluorescent DNA replication assay | Q9Y253 | hit rate 1.2% among 390,000 | AID 588591 | Potency, µM (highest dose often 114 µM), without a hit: at the highest dose activity change, negative = inhibition, most hits filed as inhibitors; note: potency is the fitted concentration of half-maximal effect; % is set by controls: 0 for no effect and ±100 for the full control effect
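Fluorescent replication assay: 50 nM final substrate added after a 15 min room-temperature compound preincubation with 10 nM enzyme. Signal taken at 0 min and again at 10 min.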
Pol kappa inh = inhibitors of human DNA polymerase kappa | Potency, µM (top dose mostly 107 µM), without a hit: at the highest dose activity, negative = inhibition, hits mostly inhibitors | purified Pol kappa, fluorescent DNA synthesis assay, 10 min | hit rate 0.53% among 400,000; note: potency is the fitted concentration of half-maximal effect; % is set by controls: 0 for no effect and ±100 for the full control effect
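Enzyme at 10 nM met test compounds for 15 min at room temperature. Substrate addition (50 nM final) began the reaction, which was monitored by fluorescence at 0 and 10 min.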
Apoferritin bind = binds horse apoferritin like a general anesthetic | apoferritin/1-aminoanthracene competitive binding, fluorescence | Potency, µM (top dose mostly 77.5 µM), for the others: at the top dose activity change, negative = displacement, hits mostly inhibitors | hit rate 0.074% among 350,000; note: potency is the fitted concentration of half-maximal effect; % is set by controls: 0 for no effect and ±100 for the full control effect; nearly all actives have a fitted effect of over 20% in size
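Probe: 1-aminoanthracene (50% saturated, PBS). Protein: horse-spleen apoferritin, 10 uM. Incubation: 10 min, room temperature. Detection: 380 nm excitation, 535 nm emission. Analysis: normalized response, four-parameter Hill.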
Tb PGK inh = inhibitors of T. brucei phosphoglycerate kinase; hit rate 0.043% among 380,000; PGK/GAPDH coupled, Kinase-Glo luminescence, 60 min; Potency, µM (top dose mostly 57.5 µM), for the others: top-dose activity change, negative = inhibition, usual class: inhibitors; note: potency is the fitted concentration of half-maximal effect; % is set by controls: 0 for no effect and ±100 for the full control effect; nearly all actives have a fitted effect of over 60% in size
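Recombinant glycosomal PGK reaction used 1,3-bisphosphoglycerate generated in-well by GAPDH (100nM final) in 100mM TEA pH 7.6, 5mM MgCl2, 0.01% Tween-20. After 60 minutes at room temperature, ATP was read by Kinase-Glo Plus luminescence end-point.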
Starred values were filed as active, the others as inactive; i = inactive; ? = inconclusive; nt = no result given; & = joins results of further samples; [ ] = dose if it differs, or a comment. Unless noted, calls come from the whole dose curve; as a rule, active = well fitted curve in the direction sought with a large enough effect; inconclusive = small, poorly fitted or top-dose-only effect, or another doubt; inactive = no such curve, though single readings can be large; an effect the other way counts as inactive or inconclusive. An excerpt; count on the stated rates, not on these rows.

SMILES	Pol beta inh	APEX1 inh	BLM helicase inh	Pol iota inh	RXFP1 antagonist	Pol eta inh	Pol kappa inh	Apoferritin bind	Tb PGK inh
COC(=O)C1C(O)=CC(=O)CC1C (stereo not drawn)	39%	5%	-7%	-29%	-2	-5%	-4%	13%	-16%
Cc1cccc(CCNC(=O)CCS(=O)(=O)c2ccc(Br)cc2)c1	3%	4%	0%	6%	6	0%	-6%	-7%	-2%
Cc1ccc(NC(=O)Cn2nc(C(=O)O)c3ccccc3c2=O)c([N+](=O)[O-])c1	27%	0%	-4%	-20%	-15	-13%	3%	5%	-8%
Cc1cc(Cl)ccc1OCC(=O)OCC(=O)NC1CCS(=O)(=O)C1 (stereo not drawn)	nt	0%	nt	22%	3	-16%	6%	nt	-1%
O=C(/C=C/c1cccc([N+](=O)[O-])c1)NC(=S)Nc1cccc(NC(=O)c2ccccc2Cl)c1	-2%	-6%	0%	12%	-14	-18%	-12%	-14%	-3%
CCOC(=O)C1=C(C)OC(N)=C(C#N)C1c1cc(Cl)c(OCC(N)=O)c(OC)c1 (stereo not drawn)	13%	6%	3%	0%	14	6%	-31%	-12%	-1%
O=C(O)C[C@H]1c2cc(C(F)(F)F)ccc2S(=O)(=O)N1C1CCCCC1	nt	nt	nt	6%&12%	nt	-1%	-6%&-28%	nt	7%
COc1ccc(NS(=O)(=O)c2cc(C)ccc2OC)cc1OC	16%	-9%	-1%	-1%	-25	-13%	1%	-2%	-1%
CCCCc1nn2c(=O)cc(COC(=O)c3ccc(NC(=O)C(CC)CC)cc3)nc2s1	0%	nt	-3%	-13%	0	-6%	-8%[60.1 µM]	-11%	i
CCc1ccc(-c2nn(Cc3ccccc3)cc2C(=O)NCC2CCCO2)cc1 (stereo not drawn)	nt	17%	nt	22%	-6	-15%	-5%	nt	-2%
Cc1c(C(=O)OC2CCCCC2)[nH]c2c1C(=O)CC(c1ccc(F)cc1)C2 (stereo not drawn)	?	nt	0%	?	-5	7%	1%	-4%	i
CN(Cc1ccccc1)C(=O)CCC1CCN(C(=O)CCC(F)(F)F)CC1	3%	-10%	2%	106%[activator]	-3	?	2%	-12%	3%
CCN(CC)CCCNc1nc(-c2ccccc2)nc2ccccc12	?	6%	91%[activator]	13%	-15	-13%	3%	4%	1%
CCCC1(C)NC(=O)c2ccccc2O1 (stereo not drawn)	27%	1%	-5%	63%[activator]	1	-20%	2%	-21%	0%
O=C(O)c1cc(=O)c2c(OCC(O)COc3cccc4oc(C(=O)O)cc(=O)c34)cccc2o1	3%	?	-1%	-2%	3	-11%	-9%	-3%	0%
C/C=C(/C)C(=O)Nc1cccc(C2=NOC3(C2)C[C@@H](C(N)=O)N(C(=O)/C=C/CC)C3)c1 (stereo partly drawn)	-4%	13%	-6%	23%	nt	-20%	7%	-10%	-6%
CC(C)c1ccc2oc(=O)cc(CN3CCCCC3)c2c1	13%	50%[activator]	0%	-6%	-17	-11%	2%	-15%	i
CCOC(=O)CSc1nc2sc3c(c2c(=O)n1-c1ccc(OC)cc1)CCN(C)C3	17%	3%	-1%	-6%	1	-2%	-22%[60.1 µM]	-11%	-5%
Cc1ccc(CS(=O)(=O)CCC(=O)NCCCOC(C)C)cc1	0%	-5%	-1%	4%	-7	-12%	-2%	-6%	8%[11.5 µM]
Cc1ccn(C(=O)c2ccc(NC(=O)C3CC3)cc2)n1	-11%	3%	-2%	4%	7	-5%	5%	-4%	-9%
COC(=O)c1ccc(NC(=O)Cn2c([N+](=O)[O-])cnc2C)cc1	21%	-17%	1%	17%	nt	0%	-7%	-6%	-5%
CNC(=O)c1[nH]cnc1C(=O)N[C@@H](C)C(=O)OC(C)(C)C	-28%	3%	-1%	0%	nt	2%	-5%	-21%	-5%
O=[N+]([O-])c1cc([N+](=O)[O-])c(Oc2c(F)ccc(F)c2F)cc1NN1CCCCC1	39%	-5%	-4%	-12%	nt	-4%	6%	-22%	-11%
CCOC(=O)[C@H]1[C@H]2COc3ccc(Cl)cc3[C@@H]2N2C(=O)c3cc(Cl)ccc3NC(=O)[C@@]12C	nt	16%	nt	1%	nt	-11%	-16%	nt	6%
O=C(c1cccc(NS(=O)(=O)c2ccc(Br)cc2)c1)N1CCN(c2ccccc2O)CC1	nt	33%	nt	6%	-35	-13%	1%	nt	-3%

Reprinted from the part before: two entries, then new ones.
SMILES	Pol beta inh	APEX1 inh	BLM helicase inh	Pol iota inh	RXFP1 antagonist	Pol eta inh	Pol kappa inh	Apoferritin bind	Tb PGK inh
CCOC(=O)[C@H]1[C@H]2COc3ccc(Cl)cc3[C@@H]2N2C(=O)c3cc(Cl)ccc3NC(=O)[C@@]12C	nt	16%	nt	1%	nt	-11%	-16%	nt	6%
O=C(c1cccc(NS(=O)(=O)c2ccc(Br)cc2)c1)N1CCN(c2ccccc2O)CC1	nt	33%	nt	6%	-35	-13%	1%	nt	-3%
O=C(NCCC(=O)N1CCOCCOCCOCCOCC1)OCc1ccccc1	32%	1%	0%	3%	-4	-13%	-13%	-6%	7%
c1ccc(Nc2nnc(-c3cccc4ccccc34)o2)cc1	-2%	-1%	-3%	42%[activator]	-9	-14%	-18%	11%	-4%
COc1cc(/C=C/C(=O)OCC(=O)N2CCCCCC2)ccc1OCC#N	47%	9%	-2%	-11%	0	-15%	-13%	-16%	-14%
O=S1(=O)CC(N2CCCCC2)C(N2CCCCC2)C1 (stereo not drawn)	53%	-6%	-2%	19%	8	-13%	-18%	-10%	-6%
Cc1sc2ncnc(SCC(=O)NC3CC3)c2c1C	2%	6%	2%	1%[58.9 µM]	-14	-7%	-1%	-2%	-1%
COc1ccc(-c2csc3nc(C)n(-n4cccc4)c(=O)c23)cc1	-4%	-4%	-1%	7%	-9	-5%	-8%	?	-3%
CCOC(=O)c1cnc2c(C)c(Cl)ccc2c1Nc1ccc(S(=O)(=O)Nc2ncccn2)cc1	7%	2%	1%	nt	nt	nt	nt	4%	nt
Nc1nnc(CC(=O)N/N=C/c2ccc(-c3ccc(F)cc3)o2)s1	-15%	-5%	0%	?	8	-10%	-9%	-7%	2%
CCOc1ccccc1NC(=O)c1cc(C(=O)c2cc(Br)ccc2O)coc1=N	4%	-14%	-14%	70%[activator]	4	-8%	-17%	-5%	6%
Cc1nn(C)c(C)c1S(=O)(=O)N(CC(=O)N1CCc2ccccc21)c1ccc(C(C)C)cc1	29%	-2%	2%	-9%	nt	3%	-10%	-6%	i
NC(=O)c1c(NC(=O)c2ccccc2)sc2c1CCC2	-1%	12%	-5%	?	-6	-19%	-21%	-5%	-1%
Cc1cc(Nc2cccc(C(=O)O)c2)n2nc(C)nc2n1	2%	nt	1%	11%	-3	11%	0%	6%	-3%
Cc1cccc(NC(=S)N/N=C/c2ccc(Cl)c([N+](=O)[O-])c2)c1	16%	-3%	-4%	11%	-24	-11%	4%	-12%	i
CN(C)S(=O)(=O)c1ccc(-c2cn3ccccc3n2)cc1	1%	0%	-8%	-3%	-9	-4%	9%	-9%	i
Cc1c(NC(=O)C(C)OC(=O)/C=C/c2ccc3c(c2)OCO3)c(=O)n(-c2ccccc2)n1C (stereo not drawn)	-13%	-4%	-4%	94%[activator]	1	-4%	5%	-9%	-4%
COc1cc(Cl)c(C)cc1NC(=O)c1cc2c(Cl)nc3ccc(C)cc3c2s1	6%	nt	-4%	32%[activator]	-3	-10%	-13%	3%	1%
CCn1c(=O)c(C(=O)Nc2ccccc2F)c(O)c2ccccc21	18%	13%	-4%	?	6	-1%	0%	-8%	-2%
CC(C)C[C@H](NC(=O)c1nc[nH]c1C(=O)NCCCCCNC(=O)OC(C)(C)C)C(=O)OC(C)(C)C	-28%	-8%	-20%	-12%	nt	-30%	-10%	-18%	-3%
CCN(CC)c1ccc(CNc2nc3ccccc3n2CCN2CCOCC2)cc1	38%	6%	-3%	27%	-23	-4%	-4%	-14%	i
Cc1ccc(SCC(=O)NNC(=O)CNC(=O)c2ccccc2F)cc1	nt	-3%	nt	25%	-6	7%	-3%	nt	-8%
CCCC(=O)Nc1ccc(C(=O)N/N=C/c2ccc[nH]2)cc1	6%	-2%	-9%	-16%	-9	-17%	-14%	16%	i
COc1cccc(C(=O)N2CCC(C(=O)NCc3ccco3)CC2)c1	3%	-1%	2%	24%	9	-2%	-31%	1%	0%
COC(=O)CC(=O)CSc1nc2c(cc1C#N)CCC2	-9%	-10%	0%	8%	18	-16%	-3%	38%[activator]	3%
OCC1(Cc2ccccc2C(F)(F)F)CCN(Cc2cccc3cnccc23)CC1	1%	0%	6%	36%[activator]	2	-2%	-24%	-18%	9%
O=C(Nc1ccc(N2CCOCC2)cc1)c1cn2ccccc2n1	2%	-1%	3%	11%	12	6%	4%	-7%	?
(more compounds)
SMILES	Pol beta inh	APEX1 inh	BLM helicase inh	Pol iota inh	RXFP1 antagonist	Pol eta inh	Pol kappa inh	Apoferritin bind	Tb PGK inh
O=C(NC(=O)c1ccccc1)Nc1ccc(-c2cc(C(F)(F)F)nn2-c2ccccc2)cc1	19%	nt	-1%	-9%	-2	nt	2%	34%[activator]	nt
O=C1N[C@H](Cc2ccccc2)COC(=O)[C@H](Cc2ccc(F)cc2)CC/C=C/C[C@@H]1CC(=O)N(CCO)Cc1ccccc1	nt	-42%	nt	0%	nt	-2%	-8%	nt	-10%
O=C(OCC(=O)N1CCN(C(=O)COC(=O)c2ccc(O)cc2O)CC1)c1ccc(O)cc1O	nt	11%	nt	-29%	-22	-21%	-7%	nt	7%
O=C(NNC(=O)c1ccccc1O)c1ccc(Br)cc1	11%	5%	0%	28%	9	-7%	-10%	-14%	3%
O=C(O)CCc1ncc(C(F)(F)F)cc1Cl	-16%	2%	0%	5%	-1	7%	-6%	-2%	-1%
O=C(NC1CCCC1)C1CCCN1C(=O)Nc1ccc(Cl)cc1 (stereo not drawn)	28%	3%	-3%	3%	-15	3%	-18%	-5%	-7%
COc1ccc(-c2cn3c(n2)sc2cc(C(=O)NC4CCCCCC4)ccc23)cc1	-1%	nt	-4%	-2%	-2	-4%	-2%	?	-7%
CC(=O)N(C(C)=O)c1c(C#N)c(C)n(-c2ccccc2)c1C(=O)c1ccccc1	?	4%	0%	7%	-3	-19%	-9%	-1%	1%
